Bioassay records as filed in PubChem.
HTT ATP protect = Huntington cell model cytoprotection by ATP luminescence; PC12 HTT-Q103 induced, cytoprotection, ATP luminescence, 40 h; Potency, µM (series often up to 56.4 µM), inactives show cytoprotection (ATP increase), actives largely listed as activators; 0.14% of 230,000 active; AID 1471;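 note: potency is the fitted concentration of half-maximal effect; % of control where 0% means no effect; nearly all actives have a fitted effect of over 45% in size; toxic huntingtin expression switched on by the ecdysone agonist tebufenozide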
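Compounds were screened for protection of PC12 cells against cell death after tebufenozide induction (100 nM final) of mutant Huntingtin exon 1 (Q103) fused to GFP.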
HTT aggregate = inhibitors of mutant huntingtin aggregate formation in PC12 cells; PC12 HttQ103-GFP aggregates, Acumen cytometry, 40 h; Potency, µM (highest dose often 46.1 µM), for inactives: at the highest dose activity change, negative = inhibition, hits mostly inhibitors; 1.1% of 220,000 active; note: potency is the fitted concentration of half-maximal effect; % is set by controls: 0 for no effect and ±100 for the full control effect; nearly all actives have a fitted effect of over 60% in size
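Inducible Q103 Huntingtin exon 1–GFP PC12 line, 1500 cells/well in phenol red free DMEM with 5% equine and 5% calf serum. Tebufenozide 100 nM induced expression; compounds titrated; aggregates quantified by cytometry.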
Lamin A splicing = modulators of lamin A splicing. HeLa LMNA splicing GFP/RFP minigene ratio, 48 h. 0.01% of 200,000 active. AID 1487. Potency, µM (highest dose often 46.1 µM), inactives show at the highest dose ratio change, negative = inhibition, hits mostly inhibitors; active = well fitted inhibition curve with a large enough effect in the signal ratio, with a control signal flat, not every such curve was filed as active; inconclusive = small, poorly fitted or top-dose-only effect, or effect the other way, or a change in a side signal; the % refers to the signal ratio; note: potency is the fitted concentration of half-maximal effect; % is set by controls: 0 for no effect and ±100 for the full control effect
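S3 HeLa cells stably expressing lamin A-EGFP splicing minigene plus DsRed2, 600 cells/well, 48 h compound exposure at 37C. Laser-scanning cytometry; analysed as GFP (500-530 nm)/RFP (575-640 nm) total intensity ratio; 0.5% DMSO vehicle.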
CBFb-RUNX1 inh = blocks binding between human CBF-beta and RUNX1; AlphaScreen CBFb-His/RUNX1-biotin binding, biochemical; AID 1477; Q01196+Q13951; Potency, µM (series often up to 59.8 µM), without a hit: at the top dose activity, negative = inhibition, hits mostly inhibitors; 230,000 tested, under 10 active; note: % of control where 0% means no effect
Target sequence (Q01196 whole entry, looked up): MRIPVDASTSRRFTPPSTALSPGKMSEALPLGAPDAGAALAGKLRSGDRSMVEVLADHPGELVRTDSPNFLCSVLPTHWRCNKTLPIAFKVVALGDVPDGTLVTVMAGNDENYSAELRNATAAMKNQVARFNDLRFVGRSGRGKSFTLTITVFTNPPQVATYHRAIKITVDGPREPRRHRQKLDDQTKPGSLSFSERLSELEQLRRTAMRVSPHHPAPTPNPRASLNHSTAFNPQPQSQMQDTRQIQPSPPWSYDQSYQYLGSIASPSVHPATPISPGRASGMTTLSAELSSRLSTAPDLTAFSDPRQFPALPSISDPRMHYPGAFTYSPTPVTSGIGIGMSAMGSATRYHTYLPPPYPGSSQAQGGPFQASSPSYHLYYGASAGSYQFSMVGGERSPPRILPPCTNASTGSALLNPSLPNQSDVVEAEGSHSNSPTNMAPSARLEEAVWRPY
Target sequence (Q13951 whole entry, looked up): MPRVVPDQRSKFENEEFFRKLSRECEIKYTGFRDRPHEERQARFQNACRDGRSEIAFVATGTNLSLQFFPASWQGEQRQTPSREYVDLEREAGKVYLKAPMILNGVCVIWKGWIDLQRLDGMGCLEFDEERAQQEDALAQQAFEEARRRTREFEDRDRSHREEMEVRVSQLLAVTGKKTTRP
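Inhibition was taken as any reduction in AlphaScreen signal from the CBF-beta–RUNX1 pair (His and biotin tags, 30 nM each), measured after compound (15 min) and bead (90 min) incubations at room temperature.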
SMN2 splice up = SMN2 splice variant enhancement; HEK293 SMN2-luciferase splicing reporter, luminescence, 30-36 h; Potency, µM (doses to about 46.1 µM), for inactives: at the top dose activity change, positive = activation, hits mostly activators; 2.8% of 210,000 active; note: potency is the fitted concentration of half-maximal effect; % of control where 0% means no effect; nearly all actives have a fitted effect of over 55% in size
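qHTS luciferase splicing reporter: luminescence rises when SMN2 exon 7 is included in transfected HEK293 cells. Compound exposure lasted 30-36 h at 37C, with 4.5 mM final sodium butyrate as control, followed by a ONE-Glo read.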
Luc counter = counter-screen: inhibitors of Kinase-Glo firefly luciferase. Kinase-Glo luciferase, ATP luminescence, 8 min. Q27757. Potency, µM (highest dose often 38.3 µM), inactives show top-dose activity change, negative = inhibition, usual class: inhibitors. 0.28% of 200,000 active; note: potency is the fitted concentration of half-maximal effect; % is set by controls: 0 for no effect and ±100 for the full control effect; nearly all actives have a fitted effect of over 60% in size
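Compounds were added to a substrate mix at pH 7.2 (50 mM imidazole, 10 uM ATP, within the enzyme's linear range), followed by Kinase-Glo detection reagent; luminescence was measured after 8 minutes at ambient temperature.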
IMPase Li inh = cell-permeable IMPase inhibitors with lithium potentiation. 0.35% of 210,000 active. CHO-M1 cells, IP1 TR-FRET (IP-One), carbachol + lithium. Potency, µM (highest dose often 59.4 µM), inactives show at the highest dose activity, negative = IMPase inhibition, actives largely listed as inhibitors;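 note: IP1 builds up when IMPase is blocked and the TR-FRET signal falls; potency is the fitted concentration of half-maximal effect; plate controls were basal vehicle for no effect and high inhibitor control for full effect; nearly all actives have a fitted effect of over 50% in size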
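CHO cells stably expressing M1 receptor (2000/well, cultured 16–30 h) treated 30 min at 37C with compound plus low lithium. Cytosolic IP1 by TR-FRET (665/620 ratio and 620 channel) after 10 min lysis; AC50 by Hill fit.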
An asterisk follows results filed as active; ? = inconclusive; . = not tested or not shown; & = joins results of further samples; [ ] = dose if it differs, or a comment. Unless noted, calls come from the whole dose curve; as a rule, active = well fitted curve in the direction sought with a large enough effect; inconclusive = small, poorly fitted or top-dose-only effect, or another doubt; inactive = no such curve, though single readings can be large; an effect the other way counts as inactive or inconclusive.

SMILES | HTT ATP protect | HTT aggregate | Lamin A splicing | CBFb-RUNX1 inh | SMN2 splice up | Luc counter | IMPase Li inh
C#CCOCCOCCOCCNc1nc(N2CCN(C(=O)[C@H](CCC(=O)O)n3cc(C(N)[C@H](C)CC)nn3)CC2)nc(N2CCN(C(=O)[C@H](Cc3ccc(O)cc3)n3cc(C(N)[C@H](C)CC)nn3)CC2)n1 (some centres undefined) | 23%[10 µM] | 14%[9.22 µM] | . | -2% | . | . | -3%
CCOC(=O)c1cc(C)n(CCCN2CCOCC2)c1C | 4%[0.074 µM] | 8% | 1% | -3% | 38% | 19% | 41%[activator][38.3 µM]
O=c1c(-c2cccs2)nc2cnc(N3CCNCC3)nc2n1Cc1cccs1 | -254%[inhibitor] | . | ? | . | . | . | 14%
Cn1c2ccc(CC(=O)O)cc2c2cc(CC(=O)O)ccc21 | -15% | 0% | -1% | 7% | -2% | 0% | 9%[38.3 µM]
O=[N+]([O-])c1cccc(C2NCC(c3ccccc3Cl)c3c2[nH]c2ccccc32)c1 (centres undefined) | -15% | ? | ? | -28% | -15% | -2% | 16%
CCn1c(SCC(=O)N2CCCC2)nnc1-c1ccc(S(=O)(=O)N2CCCCCC2)cc1 | -1%[10 µM] | -7% | -2% | 3% | -29% | 2% | 3%[38.3 µM]
Cc1ccc(C)c(NC(=O)c2nc(-c3ccccc3)n(-c3ccccc3)n2)c1 | -2% | 13% | ? | -2% | -6% | -2% | 21%[38.3 µM]
COc1ccc(S(=O)(=O)NC2CC(C)(C)NC(C)(C)C2)c(C)c1C | -25%[0.074 µM] | -2% | 0% | 0% | ? | 4% | 18%[38.3 µM]
COc1ccc(C(=O)NC(=S)NCc2cccnc2)cc1[N+](=O)[O-] | 15%[0.074 µM] | 3% | 1% | 3% | -7% | -1% | 1%
Cc1ccc(NC(=O)CSc2nc3[nH]ncc3c(=O)[nH]2)c(C)c1 | -35% | 8% | 7%[46 µM] | -2% | 4% | -2% | -5%
CC(C)(C)C(=O)CC(=O)Nc1ccc(Cl)c(N)c1 | -2% | -5% | 11% | 4% | 15% | 6% | 0%[38.3 µM]
COc1ccc(N(CC(=O)NCc2ccccc2)S(=O)(=O)c2c(C)noc2C)cc1 | -6% | -5% | 16% | 4% | -15% | -1% | -18%[38.3 µM]
Cc1cc(OCC(=O)NC(C)(C)C)ccc1Cl | -1%[10 µM] | -11% | 4% | 20% | 16% | 2% | 6%
CCOC(=O)C1=C(Nc2ccccc2)CC(C)(O)C(C(=O)OCC)C1c1ccccc1 (centres undefined) | 15%[10 µM] | 41% | 5% | 1% | 4% | 4% | 12%
Cc1nc(SCC(=O)c2ccc(Cl)s2)c2oc3ccccc3c2n1 | -1% | 0% | 22% | 0% | 12% | 4% | ?
COc1ccc(-n2c(Cc3cccn3C)nnc2SCC(=O)Nc2ccccc2OC)cc1 | 12%[10 µM] | 3% | -7% | ? | -6% | 2% | 5%
CCCNC(=O)C1CC(=O)N(c2ccc(OCC(=O)Nc3cc(C)cc(C)c3)cc2)C1 (centres undefined) | -4%[10 µM] | 12% | -7% | -3% | -5% | -3% | 6%[38.3 µM]
CCCCNC(=O)N1CCOCCOCCN(C(=O)NCCCC)CCOCCOCC1 | -17%[10 µM] | ? | 6% | -2% | -6% | -1% | 19%[38.3 µM]
Cc1csc2ncc(C(=O)Nc3ccc(C(F)(F)F)cc3)c(=O)n12 | 2%[10 µM] | -6% | 0% | 9% | -63%[inhibitor] | -3% | 25%[38.3 µM]
O=C(Nc1cccc2ccccc12)NC1Cc2ccccc2C1 | 13%[10 µM] | -10%[9.22 µM] | . | 19% | . | . | .
O=C(O)c1cc(-c2ccncc2)nc2ccc(S(=O)(=O)N3CCOCC3)cc12 | 6% | 10% | 5% | 8% | -5% | 0% | -16%[38.3 µM]
Cc1ccc(C(=O)N2CC(=O)Nc3ccccc32)o1 | 5%[10 µM] | -5% | -3% | 7% | -2% | -2% | 3%
C1=C(c2cccc3ccccc23)N2CCN=C2S1 | -2% | -22% | ? | 2% | -14% | -3% | -1%[38.3 µM]
CC(C)Cc1nc(SCc2cccnc2)c2c(=O)n(C)c(=O)n(C)c2n1 | . | -3% | . | 0% | 15% | 0% | 17%
O=C(N/N=C/c1ccco1)C1CC1c1ccccc1 (centres undefined) | 9%[10 µM] | 13% | -8% | ? | -2% | 0% | 6%
CN(Cc1ccco1)c1ncnc2ccc(-c3cccnc3)cc12 | -39%[inhibitor] | . | ? | . | 4% | -3% | 2%
COc1cc(OC)cc(OCC(O)Cn2cnc3cc(C)c(C)cc32)c1 (centres undefined) | -8% | ? | -15% | -5% | -18% | -7% | -2%[38.3 µM]
CCOc1ccc(NC(=O)C2CCN(c3nnnn3-c3ccccc3)CC2)cc1 | 11%[1.9 µM] | -9% | 5% | 12% | -3% | -2% | 5%
O=C(Nc1ccc(S(=O)(=O)Nc2nccs2)cc1)c1ccc(F)c(S(=O)(=O)N2CCOCC2)c1 | . | 1% | ? | -5% | 18% | -2% | 5%
COc1ccc(NS(=O)(=O)c2ccc(OC)c(NC(=O)CCC3CCCC3)c2)cc1 | -34%[10 µM] | 11% | -6% | ? | -21% | -1% | -3%
Cn1c(N)c(C(=O)COC(=O)CCCc2c[nH]c3ccccc23)c(=O)n(C)c1=O | 0%[10 µM] | 3% | -2% | -6% | -10% | -3% | 2%[38.3 µM]
CCCCCCN(CCCCCC)C(=O)Cc1c(-c2ccc(F)cc2)[nH]c2ccccc12 | -78%[inhibitor] | . | -16% | -7% | -3%&-33% | 0%&1% | 6%&17%&16%
COc1cc(CN2CCCC(CO)(Cc3ccccc3C)C2)cc2c1OCO2 (centres undefined) | 2%[10 µM] | 12%[9.22 µM] | -28%[46 µM] | 4% | . | -2% | 17%
CC(C)Cn1c(N)c(C(=O)CSc2nc3ccccc3c(=O)n2CCCN2CCOCC2)c(=O)n(C)c1=O | -55% | -15% | -5%[9.22 µM] | -2% | -8% | -3% | 12%
O=c1[nH]c2sc3c(c2c(=O)n1Cc1ccccc1)CCC3 | 9% | -6% | ? | -9% | -2% | 0% | 9%[38.3 µM]
CC(NC(=S)NCCCN1CCOCC1)C1CC2CCC1C2 (centres undefined) | 4%[10 µM] | -23% | -27%[46 µM] | 2% | -6% | 1% | 6%

Two compounds from above with just CBFb-RUNX1 inh:
| SMILES | CBFb-RUNX1 inh |
| --- | --- |
| Cn1c(N)c(C(=O)COC(=O)CCCc2c[nH]c3ccccc23)c(=O)n(C)c1=O | -6% |
| CCCCCCN(CCCCCC)C(=O)Cc1c(-c2ccc(F)cc2)[nH]c2ccccc12 | -7% |

The listing picks up, starting 3 compounds before the break.
SMILES | HTT ATP protect | HTT aggregate | Lamin A splicing | CBFb-RUNX1 inh | SMN2 splice up | Luc counter | IMPase Li inh
CC(C)Cn1c(N)c(C(=O)CSc2nc3ccccc3c(=O)n2CCCN2CCOCC2)c(=O)n(C)c1=O | -55% | -15% | -5%[9.22 µM] | -2% | -8% | -3% | 12%
O=c1[nH]c2sc3c(c2c(=O)n1Cc1ccccc1)CCC3 | 9% | -6% | ? | -9% | -2% | 0% | 9%[38.3 µM]
CC(NC(=S)NCCCN1CCOCC1)C1CC2CCC1C2 (centres undefined) | 4%[10 µM] | -23% | -27%[46 µM] | 2% | -6% | 1% | 6%
CNS(=O)(=O)c1ccc(NCC2COc3ccccc3O2)c([N+](=O)[O-])c1 (centres undefined) | 17%[10 µM] | -10% | ? | -12% | 9% | 2% | -2%
CC(O)[C@H]1CNC(=O)C(=O)N1CCc1cccc(F)c1 (some centres undefined) | -5%[10 µM] | -17%[9.22 µM] | . | -6% | . | . | .
O=S(=O)(CCc1ccccc1)N1CCOCC1 | 4% | -9% | ? | 6% | -5% | -5% | 1%[38.3 µM]
Cc1cccc(CNc2ccc(C(CC(N)=O)NC(=O)c3cccc(Br)c3)cc2[N+](=O)[O-])c1 (centres undefined) | 3%[10 µM] | 17%[9.22 µM] | . | 1% | . | . | .
O=C(CN1C(=O)C2CCCCC2C1=O)Nc1nccs1 (centres undefined) | -43%[inhibitor] | -14% | -2%[46 µM] | 9% | 13% | 1% | -13%
Cc1noc(C)c1COc1ccc2ccc(=O)oc2c1 | -8% | -4% | ? | 7% | 14% | 1% | 5%
CC(C)(C)[C@]1(O)CCN2C[C@H]3c4ccccc4CCc4cccc(c43)[C@@H]2C1 | -21% | ? | ? | 16%&5% | -9%&-23% | -7% | -25%&13%
Cn1nc(C(=O)Nc2ccc(S(=O)(=O)Nc3ncccn3)cc2)ccc1=O | 10%[10 µM] | 5%[9.22 µM] | . | ? | . | . | .
Cc1ccccc1/C=N/Nc1ncnc2nc[nH]c12 | 7%[10 µM] | 4%[9.22 µM] | . | -3% | . | . | .
COc1ccc(C)cc1NC(=O)C(OC(=O)c1ccc(Cl)c(S(=O)(=O)N(C)c2ccccc2)c1)c1ccccc1 (centres undefined) | 13%[10 µM] | -7% | -10% | -7% | 0% | 3% | -3%
C(=C\c1ccccc1)/C=N/Nc1nc2ccccc2[nH]1 | -65%[inhibitor][10 µM] | -5% | ? | ? | . | . | .
COc1ccc(OC)c(N2Cc3ccccc3C2)c1 | -11%[10 µM] | 8% | ? | 9% | -5% | -1% | 7%
CC(C)N1CCC(=NNc2ccc([N+](=O)[O-])cc2S(=O)(=O)N2CCOCC2)CC1 | 13%[10 µM] | 3% | -7%[46 µM] | -3% | 0% | 0% | 20%
c1ccc(-n2c(-c3ccncc3)nnc2-c2ccco2)cc1 | 4% | 1% | -2% | 3% | -7% | 2% | -3%[38.3 µM]
O=C(Cc1ccc2c(c1)OCCO2)N1CCN(S(=O)(=O)c2cccs2)CC1 | . | 10% | . | -6% | 6% | 0% | -5%
Cn1c(=O)[nH]c(=O)c2c1nc(NCCCn1ccnc1)n2CCOc1ccccc1 | -13% | 12% | -5% | -4% | 11% | -2% | 8%[38.3 µM]
COc1ccc(C(=O)N2CCC3(CCN(Cc4ccccc4OC)CC3)CC2)cc1 | 28% | . | . | . | -16% | -1% | 26%
CC1CCN(S(=O)(=O)c2cccc(C(=O)N(C)C3CCS(=O)(=O)C3)c2)CC1 (centres undefined) | ? | 7% | -2% | 1% | 8% | -1% | 20%[38.3 µM]
C[N+]1(CC#CC(O)(c2ccccc2)c2ccccc2)CCCC1 | . | -8% | 0% | 0% | 2% | -4% | 20%
